# NCI-60 one-dose screen, 48 h, at 10 µM unless noted. Numbers give growth in % (100 = growth as untreated, 0 = no growth, -100 = all killed).
# 786-0 = 786-0 renal cancer cells; 81,000 tested, 5.1% active
# DU-145 = DU-145 prostate cancer | 81,000 tested, 4.2% active | AID 1794760
# TK-10 = TK-10 renal cancer cells; AID 1794769; 81,000 tested, 3.9% active
# RXF 393 = RXF 393 renal cancer cells | 77,000 tested, 6.9% active
# ACHN = ACHN renal cancer; 81,000 tested, 4.9% active; AID 1794771
# CAKI-1 = CAKI-1 renal cancer; 75,000 tested, 4.7% active; AID 1794772
# UO-31 = UO-31 renal cancer; 81,000 tested, 5.2% active; AID 1794768
# SN12C = SN12C renal cancer cells; AID 1794767; 81,000 tested, 3.8% active
# A498 = A498 renal cancer cells. 76,000 tested, 5.4% active. AID 1794774
# * hit, by the source's call; / = not tested or not shown; & = joins results of further samples. The calls were made as follows: active = growth percent below 10; inactive = the rest. Rows are unselected; about 11% have a hit in one of these screens.
SMILES,786-0,DU-145,TK-10,RXF 393,ACHN,CAKI-1,UO-31,SN12C,A498
NCCCCC(N)C(=O)NNc1n[nH]c(=S)n1N (stereo not given),103,108,99,/,104,90,84,97,109
CCOC(=O)CCC(=O)P(=O)(O)O,99,114,99,122,92,137,105,108,107
CC(=O)Nc1ccccc1O,108,109,110,/,108,95,107,101,105
O=C(CSc1nc2ccccc2c(=O)n1-c1ccccc1)Nc1ccc(C(=O)/C=C/c2ccc(Cl)cc2)cc1,102,109,110,127,102,98,82,101,95
COc1cc2oc(-c3cccc(NC(=O)Nc4ccc5c(c4)OCO5)c3)cc(=O)c2c(OC)c1OC,65,65,56,/,47,49,18,50,77
COc1cc(C)ccc1Oc1nc(Nc2ccc(N3CCOCC3)cc2)ncc1NCc1cccc(OC(F)(F)F)c1,97,107,73,104,104,/,94,102,100
CC(CCC(=O)O)(NC(=O)c1ccc([N+](=O)[O-])cc1)C(=O)O (stereo not given),105,104,106,115,125,108,86,107,108
CCC(O)c1ccc(Br)cc1NC(=O)c1cccc(Cl)c1 (stereo not given),18,28,42,16,16,8.0*,-12*,19,25
COC(=O)c1nc(-c2ccccc2)oc1Nc1ccc(C)cc1,87,95,77,108,101,89,74,96,78
Cc1cc2cc3cc(C)c(N)cc3[n+](C)c2cc1N,15,19,16,26,29,53,14,8.7*,/
CCCCCCN(CCCCCC)CC(O)c1cc(-c2ccccc2)nc2cc(Cl)ccc12 (stereo not given),107,94,91,98,88,44,68,/,98
CCCC(=O)C(C)(C)C(C)=O,102,103,91,121,97,92,86,102,109
C[C@@H](CO)C[C@@H](C)c1cc2ccccc2o1,90,102,85,91,106,97,89,97,98
O=C1c2ccccc2C(=O)c2c1oc1oc3c(c(=O)c21)c(=O)n(-c1ccccc1)c1ccccc31,98,94,64,-14*,29,69,49,98,/
CCOC(=O)C(CC)C(C)=O (stereo not given),99,112,102,106,95,101,88,101,105
CC(=O)OCc1ncccc1OC(C)=O,97,122,111,91,105,75,87,86,115
CC(=O)C(C(C)=O)C(=S)NC(=O)c1ccc(-n2c(=O)[nH]c3ccccc3c2=O)cc1,104,106,123,103,96,90,71,98,124
CCCCNC(=O)c1ccccc1C(=O)NC1(C(=O)NCCCC)CCCC1,98&98,111&111,106&103,126&124,107&106,92&89,78&97,104&102,121&86
CCCCCCC/C=C/[C@H]1O[C@]2(O)C(=O)C=C3C[C@@H](O[C@@H]4O[C@H](CO)[C@@H](O)C(O)[C@@H]4O)C[C@@H]3[C@H]2C=C1C (stereo not given in full),-52*,21,4.9*,-80*,-4.4*,/,-88*,1.7*,71
CCCCN[C@H]1CC[C@@]2(C)[C@@H](CC[C@@]3(C)[C@H]2[C@H](O)C[C@H]2/C(=C(\CCC=C(C)C)C(=O)OC)[C@@H](OC(C)=O)C[C@@]23C)[C@@H]1C,99,112,97,103,92,91,81,95,98
CCN(CC)c1ccc2c(c1)Oc1nc(N)c(C#N)c(N)c1C2Sc1ccc(C)cc1 (stereo not given),-93*,-96*,-91*,/,-99*,-98*,-100*,-70*,-85*
C#CCOc1ccc(C(Nc2cc(C)cc(C)c2)c2nnnn2C2CCCCC2)cc1 (stereo not given),87,92,118,87,95,56,65,84,/
COc1cc2cc(/C=C3\SC(=Nc4ccc(S(N)(=O)=O)cc4)NC3=O)c(Cl)nc2c(OC)c1OC,89,102,91,90,99,82,80,84,79
Cc1ccc(C(=O)n2cc(-c3ccccc3)c(-c3ccccc3)c2)cc1,86,98,99,98,91,85,69,89,99
COC(=O)c1nc(-c2ccc(C)cc2)oc1S(=O)(=O)c1ccc(Cl)cc1,86,113,93,120,80,95,75,84,113
COc1ccc(Nc2nnc(-c3ccc(F)cc3)o2)cc1,86,106,114,94,93,96,91,98,88
O=S(=O)(NCCNc1nccc(-c2c(-c3cccc(F)c3)nc3occn23)n1)c1cccc(F)c1,58,62,76,22,45,46,24,62,46
CC12CC[C@@H]3[C@]4(C)COC(c5cn(-c6ccccc6)nc5-c5ccccc5)O[C@@H]4CC[C@@]3(C)[C@@H]1CC(C1=CCOC1=O)O2 (stereo not given in full),88,90,98,73,75,75,62,79,77
CCCCCCCCCCCCCCCCNC(=S)NN,92,109,110,76,96,114,68,101,88
COc1ccc(OC)c(C(=O)c2coc3ccc(OC)cc23)c1,102,117,104,93,98,75,83,99,81
CC[C@H](CC[C@@H](C)[C@H]1CC[C@H]2[C@@H]3CC=C4C[C@@H](O)CC[C@]4(C)[C@H]3CC[C@]12C)C(C)C,106&95,103&114,107&92,104,103&94,90&93,96&93,105&95,105&103
CC(=O)OCCCc1ccccc1,100,108,/,/,98,100,103,108,90
O=C1CCC(C(=O)NNc2ccccc2)O1 (stereo not given),100,108,101,114,88,70,85,97,100
O=C1c2ccccc2-c2ccc(NC(=O)C(F)(F)F)cc21,102,100,108,111,102,90,83,102,101
COc1ccc(C2CC(c3cnccn3)=NN2c2ccccc2)cc1OC (stereo not given),84,104,77,101,/,/,78,101,79
COc1ccc(C2=NNC(=O)C2(C)Br)cc1 (stereo not given),96,104,98,107,109,118,84,107,92
O=C(COc1cccc(/C=C2\Cc3ccc(Cl)cc3C2=O)c1)Nc1nc2ccccc2s1,99,123,157,111,97,83,75,109,137
C/C(=C(/c1ccc(Cl)cc1)c1ccc(OCCN)cc1)c1ccc(O)cc1,104,103,101,111,98,86,87,92,87
COc1ccccc1N=Cc1ccccc1,101,105,99,96,103,102,85,107,86
Cc1ccc(N)cc1S(=O)(=O)Nc1ccccc1,113,120,101,115,106,85,85,94,88
Nc1nc(SCC2(CCl)COC2)c2ncn(CC3(CCl)COC3)c2n1,97,106,107,122,102,104,73,102,/
COc1cc2c(=O)n(C3CCCCC3)c3c4cc[nH]c4ncc3c2cc1OC,51,77,80,56,61,71,47,56,39
CCOC(=O)C1CCC(=O)N1Cc1c[nH]c2ccccc12 (stereo not given),103,109,96,105,98,92,81,104,/
O=C(/C=C/c1ccccc1)n1nc(-c2ccccc2)nc1-c1ccccc1,100,108,110,105,99,87,84,99,108
N#Cc1c(NCc2ccc(N3CCOCC3)cc2)oc(-c2ccccc2)c1-c1ccccc1,93,96,94,88,84,81,80,94,81
CCCCCC(Oc1ccc(Cl)cc1Cl)C(=O)OCC (stereo not given),104,116,98,108,102,93,81,104,95
CCOC(=O)c1cc(C(=O)OCC)n2ncc3ccccc3c12,107,103,98,96,100,91,82,96,88
CC(O)(Cc1ccccc1)c1ccccc1 (stereo not given),98,110,98,94,100,99,88,108,/
Nc1ccc2c(c1)nnn2-c1ccccc1,105,102,104,/,99,82,97,99,75
Cn1cnc2c1c(=O)n(CCC(=O)Nc1ccc(S(N)(=O)=O)cc1)c(=O)n2C,99,107,91,112,106,96,91,95,105
NC(=O)Nc1ncnc2c1cnn2-c1ccccc1,89,88,112,87,80,79,55,82,73
O=C1Nc2cc(Cl)ccc2/C1=C/c1ccc(OCC(=O)c2ccccc2)cc1,105,97,163,84,84,74,65,93,92
FC(F)(F)c1cccc(/C=C/c2nn3c(Cc4ccccc4)nnc3s2)c1,100,108,120,126,105,93,67,102,93
COc1c(N2CC3CCCNC3C2)c(F)cc2c(=O)c(C(=O)N/N=C/c3cc[nH]c3)cn(C3CC3)c12 (stereo not given),91,116,116,/,100,97,81,101,82
COc1cc2c(cc1OC)C(C)=NCC2,100,106,96,121,107,98,87,98,127
COc1ccc(-c2nc3c(c(-c4ccc(Cl)cc4)nn3-c3ccccc3)c(-c3ccc(OC)cc3)c2C#N)cc1,102,100,119,102,105,91,89,92,96
CNC(=O)C(=O)NC,103,116,117,129,97,/,91,101,92
CC(=O)O[C@@H]1CC[C@]2(C)C3=C(CC[C@H]2[C@@]1(C)CO)[C@@]1(C)CC[C@@H]([C@H](CCC=C(C)C)C(=O)O)[C@]1(C)CC3,74,103,87,109,99,81,85,101,110
O=C1C=CC(=O)c2c(O)c(CO)c(CO)c(O)c21,94,55,107,98,95,93,76,101,120
O=C1c2ccccc2C(=O)c2c(Nc3cccc(S(=O)(=O)N(CCO)CCO)c3)ccc(O)c21,88,104,116,77,79,73,67,87,74
# Remaining list, next part
SMILES,786-0,DU-145,TK-10,RXF 393,ACHN,CAKI-1,UO-31,SN12C,A498
CC1=C(C(=O)OCC2CCN(C(=O)OC(C)(C)C)CC2)[C@@H](c2cccc(C#N)c2)C2=C(CC(C)(C)CC2=O)N1,41,38,68,71,38,38,42,43,75
O=C(CCCSCCCC(=O)N/N=C/C=C/c1ccccc1)N/N=C/C=C\c1ccccc1,96,105,104,126,89,/,88,101,115
CCN(CC)c1nc(Cl)nc2c1ncn2CCCNc1ccnc2cc(Cl)ccc12,88,100,82,97,90,78,64,91,74
N#CC1CCCCCC1,102,118,104,101,102,86,77,106,106
CC(=O)C1C=CC(C)(C(=O)O)C2C=C(C)C(=O)C(C)(O)C12 (stereo not given),109,117,107,102,101,84,99,109,/
N#Cc1ccc(C(=O)C[n+]2ccc3ccccc3c2)cc1,101,105,111,100,98,90,83,93,44
CC1=CCC(OC(=O)C(C)(O)CCC(O)([C+](C)OC2(C)C=CC(O)(C(C)C)CC2)C(C)C)(C(C)C)CC1 (stereo not given),102,109,109,106,109,103,93,102,72
Cc1ccc2sc3c(c2c1)Oc1ncnc(N)c1C3c1ccc(Cl)cc1 (stereo not given),99,92,122,95,86,62,32,86,111

# Single values from the entries so far.
# Under CAKI-1, CC(=O)C1C=CC(C)(C(=O)O)C2C=C(C)C(=O)C(C)(O)C12 (stereo not given) shows 84
# Under CAKI-1, CC1=CCC(OC(=O)C(C)(O)CCC(O)([C+](C)OC2(C)C=CC(O)(C(C)C)CC2)C(C)C)(C(C)C)CC1 (stereo not given) shows 103

# A draw from above in order of molecular weight, high to low:
SMILES,786-0,DU-145,TK-10,RXF 393,ACHN,CAKI-1,UO-31,SN12C,A498
COc1ccc(-c2nc3c(c(-c4ccc(Cl)cc4)nn3-c3ccccc3)c(-c3ccc(OC)cc3)c2C#N)cc1,102,100,119,102,105,91,89,92,96
CC1=C(C(=O)OCC2CCN(C(=O)OC(C)(C)C)CC2)[C@@H](c2cccc(C#N)c2)C2=C(CC(C)(C)CC2=O)N1,41,38,68,71,38,38,42,43,75
CC1=CCC(OC(=O)C(C)(O)CCC(O)([C+](C)OC2(C)C=CC(O)(C(C)C)CC2)C(C)C)(C(C)C)CC1 (stereo not given),102,109,109,106,109,103,93,102,72
CC(=O)O[C@@H]1CC[C@]2(C)C3=C(CC[C@H]2[C@@]1(C)CO)[C@@]1(C)CC[C@@H]([C@H](CCC=C(C)C)C(=O)O)[C@]1(C)CC3,74,103,87,109,99,81,85,101,110
COc1c(N2CC3CCCNC3C2)c(F)cc2c(=O)c(C(=O)N/N=C/c3cc[nH]c3)cn(C3CC3)c12 (stereo not given),91,116,116,/,100,97,81,101,82
O=C(CCCSCCCC(=O)N/N=C/C=C/c1ccccc1)N/N=C/C=C\c1ccccc1,96,105,104,126,89,/,88,101,115
CCN(CC)c1nc(Cl)nc2c1ncn2CCCNc1ccnc2cc(Cl)ccc12,88,100,82,97,90,78,64,91,74
N#Cc1c(NCc2ccc(N3CCOCC3)cc2)oc(-c2ccccc2)c1-c1ccccc1,93,96,94,88,84,81,80,94,81
Cn1cnc2c1c(=O)n(CCC(=O)Nc1ccc(S(N)(=O)=O)cc1)c(=O)n2C,99,107,91,112,106,96,91,95,105
O=C1Nc2cc(Cl)ccc2/C1=C/c1ccc(OCC(=O)c2ccccc2)cc1,105,97,163,84,84,74,65,93,92
FC(F)(F)c1cccc(/C=C/c2nn3c(Cc4ccccc4)nnc3s2)c1,100,108,120,126,105,93,67,102,93
Cc1ccc2sc3c(c2c1)Oc1ncnc(N)c1C3c1ccc(Cl)cc1 (stereo not given),99,92,122,95,86,62,32,86,111
O=C(/C=C/c1ccccc1)n1nc(-c2ccccc2)nc1-c1ccccc1,100,108,110,105,99,87,84,99,108
CCCCCC(Oc1ccc(Cl)cc1Cl)C(=O)OCC (stereo not given),104,116,98,108,102,93,81,104,95
CCOC(=O)c1cc(C(=O)OCC)n2ncc3ccccc3c12,107,103,98,96,100,91,82,96,88
CC(=O)C1C=CC(C)(C(=O)O)C2C=C(C)C(=O)C(C)(O)C12 (stereo not given),109,117,107,102,101,84,99,109,/
NC(=O)Nc1ncnc2c1cnn2-c1ccccc1,89,88,112,87,80,79,55,82,73
O=C1C=CC(=O)c2c(O)c(CO)c(CO)c(O)c21,94,55,107,98,95,93,76,101,120
CC(O)(Cc1ccccc1)c1ccccc1 (stereo not given),98,110,98,94,100,99,88,108,/
Nc1ccc2c(c1)nnn2-c1ccccc1,105,102,104,/,99,82,97,99,75
COc1cc2c(cc1OC)C(C)=NCC2,100,106,96,121,107,98,87,98,127
N#CC1CCCCCC1,102,118,104,101,102,86,77,106,106

# Source: PubChem (NCI)
